Source: PubChem BioAssay (several laboratories)
Phagocyt inh – macrophage phagocytosis inhibition | J774A.1 macrophage IgG-bead phagocytosis, imaging | 110,000 tested, 0.07% active | inhibition, % at 5 µM;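 active means inhibition above the mean of the plate negative controls plus 5 SD, cut at about 13% in these data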;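 further: phagocytic index as fraction of beads internalized from green versus red external bead signal; plate controls were DMSO negative control for no effect and cytochalasin-D positive control for full effect; some results beyond the cut were filed as inactive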
Measles CPE – protection of cells from measles virus; Measles virus-infected cells, CPE protection, absorbance; protection (pct of control), % at 4 µM; 140,000 tested, 1.5% active; AID 841; in the data active means protection mostly above about 24%, no sharp cut-off; inactive means mostly below about 26%; further: some compounds called inactive have numbers as strong as hits
Yeast life ext – yeast lifespan extension; S. cerevisiae growth with nicotinamide, OD615; deaD strain in restrictive glucose medium; inhibition of the nicotinamide effect, % at 10 µM; 130,000 tested, 0.68% active; AID 775;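 active means inhibition above a set limit, placed 3 SD over the median of all compounds, cut at about 26% in these data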;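 further: 0% = nicotinamide-treated wells and 100% = cells grown without nicotinamide; some compounds called inactive have numbers as strong as hits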
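Test system: DeaD-strain S. cerevisiae / Buffer or medium: restrictive glucose medium / Also added: nicotinamide 1.5 mM / Doses: one concentration, 10 µM, DMSO 0.25% / Schedule: 48 h at 30 °C / Signal: OD615 measurement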
NPY Y2 blocker – NPY-Y2 (human) receptor antagonism. P49146. inhibition, % at 2.7 µM. NPY-Y2 expressing cells, antagonist mode. AID 793. 140,000 tested, 0.99% active; in the data active means inhibition above about 17%;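 further: 0% = vehicle with agonist challenge and 100% = reference antagonist with challenge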
Target sequence (P49146 whole entry, looked up): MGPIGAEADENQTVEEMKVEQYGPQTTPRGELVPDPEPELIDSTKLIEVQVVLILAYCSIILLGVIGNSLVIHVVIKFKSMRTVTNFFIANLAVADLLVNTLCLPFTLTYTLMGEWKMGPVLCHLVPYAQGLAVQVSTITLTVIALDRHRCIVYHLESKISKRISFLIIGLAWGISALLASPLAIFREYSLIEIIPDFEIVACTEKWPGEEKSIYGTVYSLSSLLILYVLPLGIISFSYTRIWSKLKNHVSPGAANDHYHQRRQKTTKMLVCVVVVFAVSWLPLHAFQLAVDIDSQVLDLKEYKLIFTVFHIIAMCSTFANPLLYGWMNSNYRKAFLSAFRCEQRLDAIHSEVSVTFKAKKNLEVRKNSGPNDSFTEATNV
MRP1 act – activators of MRP-1; H69AR cells + doxorubicin, viability rescue, CellTiter-Glo; viability increase, % at 10 µM; 140,000 tested, 0.61% active;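 active means viability gain under doxorubicin at or above a set limit, the compound median plus 3 SD, cut at about 4.7% in these data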;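 further: MRP-1 overexpressing cells given doxorubicin 25 µM after compound pretreatment; 18-22 h compound pretreatment then 72 h with doxorubicin before readout; 0% = doxorubicin-only wells and 100% = vehicle-treated cells without doxorubicin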
bCat KO growth – beta-catenin-lacking colon tumor cell growth suppression; HCT116 beta-catenin knockout viability, CellTiter-Glo, 60 h; stronger effect = lower value; viability, % at 10 µM; 140,000 tested, 1.5% active;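 active means viability at or under a set limit, the compound median less 4 SD, cut at about 6% in these data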;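 further: 0% = Hyamine 1622 control at 20 µM and 100% = untreated cell control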
PTEN del growth – suppresses growth of cells with PTEN deletion; HCT116 PTEN-null viability, CellTiter-Glo, 60 h; stronger effect = lower value; viability, % at 10 µM; 140,000 tested, 1.2% active; AID 827;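 active means viability at or below a set limit, 4 SD under the median of all tested compounds, cut at about 3.7% in these data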;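 further: PTEN knockout HCT116 line with beta catenin targeted HCT116 as companion control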
E-sel TNF inh – blocks E-selectin expression induced by TNF alpha. HUVEC TNFa-induced E-selectin immunofluorescence, high content. inhibition, % at 2 µM. 120,000 tested, 0.71% active. AID 1246;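 active means inhibition above the batch mean plus 3 SD, and confirmed as a hit on visual image review, cut at about 43% in these data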;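 further: 0% = TNF-stimulated DMSO wells and 100% = unstimulated control wells; not every result past the cut was called active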
BB579 growth dn – chemicals that inhibit yeast BB579 growth in restrictive medium (lifespan-shortening candidates); inhibition, % at 10 µM; AID 804; S. cerevisiae BB579 growth, OD615, 48 h; 140,000 tested, 0.51% active;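 active means inhibition above a set limit, 3 SD over the mean compound inhibition, cut at about 44% in these data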; further: inactives centre near -24
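Assay system: S. cerevisiae DeaD strain BB579 yeast. Medium: CSMM-D restrictive synthetic medium containing dextrose (glucose). Times: 4 h cell preincubation, 48 h compound exposure, 30 °C humidified. Signal: OD615 turbidity measurement. Benchmarks: positive control amphotericin B 10 µg/mL.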
GALR2 antag – blocks the human galanin receptor 2; GALR2-expressing cells, antagonist mode; inhibition, % at 4 µM; 140,000 tested, 0.39% active; in the data active means inhibition above about 27%;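 further: cells stimulated with galanin 1-16 at roughly its EC80; 0% = agonist challenge control and 100% = basal control without agonist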
Target sequence (O43603 whole entry, looked up): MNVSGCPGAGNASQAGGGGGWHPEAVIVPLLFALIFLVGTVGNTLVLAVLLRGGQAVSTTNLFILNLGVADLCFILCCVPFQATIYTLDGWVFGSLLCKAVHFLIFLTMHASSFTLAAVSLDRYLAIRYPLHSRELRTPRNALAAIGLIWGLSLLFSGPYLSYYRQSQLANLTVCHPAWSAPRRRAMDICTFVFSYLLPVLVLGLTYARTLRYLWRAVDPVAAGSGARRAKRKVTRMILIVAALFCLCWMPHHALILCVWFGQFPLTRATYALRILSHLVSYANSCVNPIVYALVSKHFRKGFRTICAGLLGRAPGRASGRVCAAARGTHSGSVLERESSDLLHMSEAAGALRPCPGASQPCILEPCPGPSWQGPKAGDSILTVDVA
Numbers without * were called inactive; / = no result given.

[1] CCCCn1c2c(c(=O)n(C)c1=O)C(c1ccc(OC)cc1)N1CCCCCC1=N2 (centres undefined)
[2] CCN(CCCNC(=O)c1ccc(N2CCCC2=O)cc1)c1cccc(C)c1
[3] CN(C)/C=N/c1ncc(C(=O)c2ccc(Cl)cc2)s1
[4] Cc1ccc(N(CC(=O)NCCc2ccc(F)cc2)S(=O)(=O)c2ccc(Cl)c([N+](=O)[O-])c2)c(C)c1
[5] O=C(OCCN1CCOCC1)C(c1ccccc1)c1ccccc1
[6] CC1(C)CC(=O)c2cc3c(nc2C1)CC(C)(C)CC3=O
[7] Cc1sc2nc(CN3CCOCC3)nc(Cl)c2c1C
[8] O=C(N/N=C\CCc1ccccc1)c1ccco1
[9] O=C(CN1CCN(C(=O)c2c(F)cccc2F)CC1)Nc1ccccc1F
[10] COc1cccc(CNCCc2c[nH]c3ccccc23)c1OCc1ccc(F)cc1
assay / compound	1	2	3	4	5	6	7	8	9	10
Phagocyt inh	1	0	0	-11	0	-4	-3	-6	-1	-3
Measles CPE	9	5	26	18	20	6	8	57*	-1	1
Yeast life ext	0	-1	-26	-1	-6	-4	7	8	-16	-17
NPY Y2 blocker	3	3	0	-5	1	0	3	6	4	13
MRP1 act	-2.4	-0.1	-2.5	-6.2	-2.5	-0.2	-2.6	-1.0	-0.2	-6.8
bCat KO growth	88	38	78	1.5*	86	86	77	87	97	1.4*
PTEN del growth	87	60	88	1.4*	100	101	94	89	94	1.2*
E-sel TNF inh	-27	30	/	15	-20	19	-10	/	-7	-6
BB579 growth dn	-24	-10	-25	-12	-9	1	-42	7	-22	-7
GALR2 antag	-17	-7	-8	-11	4	-22	15	-4	20	-3

[11] FC(F)(F)c1cccc(NC(=S)Nc2ccc(Cl)cc2Cl)c1
[12] COc1ccc(C(=O)N2CCN(c3ccc(C)c(C)c3)CC2)cc1OC
[13] CCC(C)NC(=O)C1=C(C)C(=O)OC12CCC(C)CC2 (centres undefined)
[14] O=C1/C(=C/c2ccccc2)CCCc2ccccc21
[15] CC12CCC(C(=O)n3c1nc1ccccc13)C2(C)C (centres undefined)
[16] Cc1nc(SCC(=O)NCc2ccco2)[nH]c(=O)c1C
[17] CCCCNC(=O)c1ccc(S(=O)(=O)c2ccc(Cl)cc2)c(NC(C)=O)c1
[18] COc1cc(/C=N/Nc2nc3c(c(=O)n(C)c(=O)n3C)n2Cc2ccccc2)ccc1OC(=O)c1ccco1
[19] COc1ccc(-n2c(Cc3cccn3C)nnc2SCC(=O)Nc2ccc(C(C)=O)cc2)cc1
[20] CCc1cccc(CC)c1NC(=O)COC(=O)C1(c2ccc(Cl)cc2)CCCC1
assay / compound	11	12	13	14	15	16	17	18	19	20
Phagocyt inh	/	0	0	0	-1	-1	/	-7	1	8
Measles CPE	2	18	6	6	4	20	8	4	9	5
Yeast life ext	-25	-6	-3	-9	8	-6	-12	-3	-5	0
NPY Y2 blocker	3	1	1	-1	1	1	2	0	-3	19*
MRP1 act	-6.0	-1.8	-0.4	-4.2	0.1	-3.9	-0.8	-3.2	-1.4	0.3
bCat KO growth	10	95	90	95	85	81	86	46	85	68
PTEN del growth	6	93	91	99	88	80	78	33	83	78
E-sel TNF inh	-13	5	-27	9	13	2	3	0	-12	13
BB579 growth dn	-45	11	-39	-6	7	-28	-60	-5	-15	-19
GALR2 antag	1	-3	13	-3	7	2	-6	-6	10	-1

Only bCat KO growth, Yeast life ext and NPY Y2 blocker, for some of the entries so far:
| cpd | smiles | bCat KO growth | Yeast life ext | NPY Y2 blocker |
| --- | --- | --- | --- | --- |
| 11 | FC(F)(F)c1cccc(NC(=S)Nc2ccc(Cl)cc2Cl)c1 | 10 | -25 | 3 |
| 12 | COc1ccc(C(=O)N2CCN(c3ccc(C)c(C)c3)CC2)cc1OC | 95 | -6 | 1 |
| 13 | CCC(C)NC(=O)C1=C(C)C(=O)OC12CCC(C)CC2 (centres undefined) | 90 | -3 | 1 |
| 14 | O=C1/C(=C/c2ccccc2)CCCc2ccccc21 | 95 | -9 | -1 |

(list continues)
[21] Cc1nn(-c2nnc(C)c(=O)[nH]2)c(C)c1SCC(=O)Nc1ccc(C(C)C)cc1
[22] CCn1c(SCc2ccc([N+](=O)[O-])cc2)nnc1C(C)NC(=O)c1ccccc1Br (centres undefined)
[23] Cc1ccc(CCNC(=O)CCSCc2ccc(Cl)cc2)cc1
[24] O=C(CN1C(=O)c2ccccc2S1(=O)=O)NCCSc1ccccc1
[25] CCCCCCCCN=C1NC(=O)CS1
[26] Cc1ccc(OC(=O)CCC(=O)OCCCC(F)(F)C(F)(F)F)cc1
[27] O=C1NC2(CCCCC2)NN1c1ccccc1
[28] O=C1[C@@H]2[C@H](C(=O)N1O)[C@H]1C=C[C@@H]2C1
[29] O=C(N/N=C/c1cccs1)c1c[nH]c2ccccc12
[30] Oc1cc2c(cc1O)[C@@H](c1ccccc1)CNCC2
assay / compound	21	22	23	24	25	26	27	28	29	30
Phagocyt inh	/	/	-2	-1	-2	-5	0	0	-10	/
Measles CPE	2	10	5	13	9	4	16	3	14	38
Yeast life ext	-18	-15	5	-4	-8	-4	-4	-7	-4	3
NPY Y2 blocker	1	2	16	3	0	2	1	5	3	0
MRP1 act	-1.3	-0.2	1.4	0.2	-2.2	-2.7	-1.4	-0.4	-3.4	-0.6
bCat KO growth	92	95	96	109	76	95	98	86	78	44
PTEN del growth	86	83	100	98	84	105	95	101	68	77
E-sel TNF inh	36	-19	/	15	-11	0	9	-18	/	/
BB579 growth dn	-37	-2	-9	-27	-20	15	-12	-14	-30	7
GALR2 antag	-1	-8	-2	5	11	2	-2	3	5	-5

[31] CCOc1ccc(OCC)c(NC(=O)CSc2nc3c(c(=O)n(C)c(=O)n3C)n2CC)c1
[32] O=C(O)c1cn(-c2ccccc2)nc1C(=O)O
[33] O=c1c2[nH]c3ccccc3c2ncn1C1CCCCC1
[34] CC(=O)C1=C(O)C(=O)N(Cc2ccccc2)C1c1cccs1 (centres undefined)
[35] Cc1cccc(C)c1NC(=O)N1CCC(N2CCCCC2)CC1
[36] CCOC(=O)C1=C(c2ccccc2)N=C2SCC(=O)N2C1c1ccc(OC)c(OC)c1 (centres undefined)
[37] Cc1cc(C)nc(NC(=O)CSc2nc3ccccc3s2)n1
[38] COc1cccc(NC(C)C(=O)N2CC(C)OC(C)C2)c1 (centres undefined)
[39] CC(C)NC(=O)c1ccccc1NC(=O)C1CCCO1 (centres undefined)
[40] O=C(NCc1ccccc1)c1ccc(/C=N/O)nc1
assay / compound	31	32	33	34	35	36	37	38	39	40
Phagocyt inh	1	/	1	-3	/	1	0	0	-1	0
Measles CPE	4	7	36	9	20	17	18	4	15	6
Yeast life ext	-6	/	-8	-11	-1	-8	-8	-16	-1	-10
NPY Y2 blocker	9	0	1	4	0	1	2	0	1	2
MRP1 act	-0.3	-2.1	-2.0	-0.4	-1.7	1.1	-3.7	-1.8	0.0	-1.7
bCat KO growth	81	91	85	103	99	95	93	81	94	102
PTEN del growth	88	102	107	105	104	117	90	88	117	101
E-sel TNF inh	-70	-37	9	-52	8	0	2	18	0	-43
BB579 growth dn	-40	-11	-48	-44	-30	-33	-27	17	-71	-26
GALR2 antag	-1	9	-20	4	-1	-8	-3	-2	5	-1

[41] CC(C)(CNc1ccc([N+](=O)[O-])cc1Cl)CNS(C)(=O)=O
[42] COc1ccc(CCNC(=O)CCS(=O)(=O)c2cccc3nsnc23)cc1OC
[43] Cc1ccc(S(=O)(=O)N2CCCCCC2)cc1[N+](=O)[O-]
[44] COc1ccc(OC)c(NC(=O)CSc2nc3ccccc3cc2Cc2ccccc2)c1
[45] O=C(NS(=O)(=O)Oc1cccc(Cl)c1Cl)OC[C@@H]1CCCN2CCCCC12 (some centres undefined)
[46] COc1ccc(N2CCN(c3nc4c(c(=O)[nH]c(=O)n4C)n3Cc3cccc(C)c3)CC2)cc1
[47] O=C(Nc1ccc(N2CCCC2)c(Cl)c1)c1ccc([N+](=O)[O-])cc1
[48] CCc1ccc(NC(=O)CSCCN2C(=O)c3ccccc3C2=O)cc1
[49] Cc1ccc2c(c1)N(CCC(=O)NCC1CCCO1)C(=O)CO2 (centres undefined)
[50] CCN(CC)CCn1c2ccc(Cl)cc2c2nc(C)sc21
[51] CN(C1CCCCC1)S(=O)(=O)c1ccc(S(=O)(=O)N2CCN(CCC#N)CC2)cc1
[52] O=S(=O)(Cc1ccccc1)N1CCc2ccccc21
assay / compound	41	42	43	44	45	46	47	48	49	50	51	52
Phagocyt inh	-1	-3	-11	/	-2	-4	-6	-6	/	-2	0	-1
Measles CPE	37	8	12	13	7	8	10	4	25	1	7	6
Yeast life ext	-4	-6	8	-15	-2	-1	2	-3	1	-9	-4	4
NPY Y2 blocker	-2	2	2	4	0	-1	-3	3	1	10	5	3
MRP1 act	-3.9	-0.3	-2.3	-3.1	-2.2	-2.6	-0.8	-0.1	0.5	-4.9	-0.7	-4.3
bCat KO growth	93	100	89	75	81	82	85	95	99	68	106	60
PTEN del growth	87	95	88	79	95	72	89	95	103	63	95	44
E-sel TNF inh	15	-58	/	-22	-16	-10	/	/	-20	-6	/	-31
BB579 growth dn	-21	-55	-51	-17	-55	-53	-41	-21	-36	-1	4	-8
GALR2 antag	-7	-4	-8	5	0	1	-12	-7	2	-9	2	-7
